Screens: PubChem, The Scripps Research Institute Molecular Screening Center
SRC1 TRFRET art – TR-FRET detection interference compounds, primary screen, artefact control for PPARgamma SRC-1 recruitment agonists, biochemical, TR-FRET emission ratio; TR-FRET detection artefact counter-screen; active compounds read high; TR-FRET ratio at 8 µM; AID 1051, 2008; 0.34% of 99,000 active; in the data active = TR-FRET ratio above about 2300; note: inactives centre near 1800
SRC3 TRFRET art – TR-FRET detection interference compounds, artefact control for PPARgamma SRC-3 recruitment agonists, biochemical, TR-FRET ratio | TR-FRET artefact counter-screen, PPARgamma/SRC-3 format; active compounds read high | TR-FRET ratio at 8 µM | 0.39% of 99,000 active; in the data active = TR-FRET ratio above about 2000; note: inactives centre near 1600
* = called active by the depositor.

SMILES	SRC1 TRFRET art	SRC3 TRFRET art
CCOC(=O)c1ccc(NC(=S)N2CCC(O)CC2)cc1	1671	1551
OC(COc1ccccc1CNCc1cccnc1)CN1CCc2ccccc2C1 (stereo unspecified)	1354	1590
COC(=O)/C(=C/N(C)C)C(=O)N1CCN(c2ccc(Cl)c(Cl)c2)CC1	1649	1472
CCCCN(C)C(=O)Cc1c(OC)ccc2cc(Br)ccc12	1753	1705
Cc1cccc(NC(=O)NNC(=O)COc2ccc(Cl)cc2)c1	1709	1712
COc1ccc(CNC(=O)CCSCc2cccc(Cl)c2)c(OC)c1	1697	1697
O=C(CNC(=O)c1ccccc1O)N/N=C/c1cc(Br)ccc1OC(=O)/C=C/c1ccco1	2010	1763
COc1ccc(OCC(=O)Nc2cccc(C(=O)Nc3ccccc3C(=O)O)c2)cc1	1461	1423
O=C(CSc1nnc(SCc2cccc3ccccc23)s1)N/N=C/c1c[nH]c2ccccc12	2132	1786
Cc1oc2ccc(O)c(CN(C)C)c2c1C(=O)c1ccccc1	2109	1613
CCCCCn1c(=O)c(C(=O)OCC)c(O)c2ccccc21	1647	1668
CCOc1ccc(C2C(C(=O)OC)=CN(CCOC)C=C2C(=O)OC)cc1	1775	1550
CCOc1ccccc1NC(=S)NNS(=O)(=O)c1c(C)cc(C)cc1C	1694	1435
CCC1(c2ccccc2)NC(=S)N(c2ccc(C)c(C)c2)N1 (stereo unspecified)	2001	1679
COc1ccc(OC)c(N(CC(=O)Nc2cccc(C(F)(F)F)c2)S(C)(=O)=O)c1	1918	1692
O=C(NCCc1ccccc1)c1cnc2n(c1=O)CCS2	1766	1456
O=C(CN1C(=O)C2CC=CCC2C1=O)Nc1nc2ccc(F)cc2s1 (stereo unspecified)	1923	1606
CCC(=O)c1ccc(OC(=O)c2cnccn2)cc1	1757	1646
CC(=O)C1=C(O)C(=O)N(c2cc(C(C)(C)C)on2)C1c1ccc(Br)cc1 (stereo unspecified)	1952	1857
CCOc1ccc(NC(=S)Nc2ccc(OCc3ccccc3)cc2)cc1	1906	1755
N#Cc1ccc(NC(=O)c2cc(=O)c3ccccc3o2)cc1	1819	1515
O=C(NNC(=O)c1ccc(F)cc1)C(=O)N1CCCCC1	1998	1580
CCCc1cc(=O)[nH]c(SCC(=O)c2cc(C)n(-c3cc(C)on3)c2C)n1	1667	1834
CCCCc1ccc(NC(=S)NCCO)cc1	1498	1331
COC(CN(C)C(C(=O)NC1CCCCC1)c1ccccc1)OC (stereo unspecified)	2043	1798

Other compounds follow:
SMILES	SRC1 TRFRET art	SRC3 TRFRET art
O=C(N/C(=C\c1ccc(Br)cc1)C(=O)N1CCCC1)c1cccs1	1947	1516
COc1cccc(CNC(=O)CCC2CCCN(C(=O)c3cccc(Cl)c3)C2)c1 (stereo unspecified)	1948	1627
O=C(CCSc1ccccc1)N1CCCC1	1744	1435
O=C(c1ccc2c(c1)OCO2)C1CCCN(Cc2cc(F)ccc2-n2cccn2)C1 (stereo unspecified)	2142	1532
Cc1c(C(=O)NCCCN2CCOCC2)sc2ncnc(N3CCN(c4ccccc4)CC3)c12	1629	1522
COc1ccc(-c2csc(N)n2)cc1F	1688	1771
CC(=O)c1c(C)nn(CC(O)COc2ccc3ccccc3c2)c1C (stereo unspecified)	1771	1559
COc1ccc(NC(=O)CC2CCCC2)cc1S(=O)(=O)N1CCCCC1	1873	1515
Clc1nc(NCc2ccco2)nc(N2CCCCC2)n1	1901	1559
O=C(NCCc1ccc(Cl)cc1)/C(=C/c1cccnc1)NC(=O)c1ccccc1	1727	1503
C/C(=N\NC(=O)CSCc1ccc([N+](=O)[O-])cc1)c1ccccc1	1591	1569
Cc1[nH]n(-c2cccc(Cl)c2)c(=O)c1C=NCC(C)C	1936	1530
CC(=O)NCC1CCCN(Cc2cn(-c3ccccc3F)nc2-c2cc(C)sc2C)C1 (stereo unspecified)	1623	1596
CCO/C=C1/C(=O)N(c2ccccc2OC)C(=O)c2ccccc21	1887	1565
CCOC(=O)C(C)/C(C)=N\Nc1ccc([N+](=O)[O-])cc1[N+](=O)[O-] (stereo unspecified)	1754	1638
O=C(Nc1ccccc1Oc1ccccc1)C1CC1	1676	1476
O=c1c2ccccc2[nH]c(=S)n1Cc1ccc2c(c1)OCO2	1746	1663
N/C(=N\OC(=O)c1ccc2c(c1)OCO2)c1ccc(Br)cc1	1724	1338
Cc1cccc(C(P(=O)(c2ccccc2)c2ccccc2)P(=O)(c2ccccc2)c2ccccc2)n1	1719	1456
CCC1CCCCN1Cc1nc2c(c(=O)n(C)c(=O)n2C)n1CCC(C)C (stereo unspecified)	1756	1534
O=C(CN1CCOCC1)N/N=C/C(Br)=C\c1ccccc1	1527	1511
Cc1ccc2cc(CN(CC3CCCO3)C(=S)Nc3ccccc3)c(=O)[nH]c2c1C (stereo unspecified)	1488	1520
Cc1ccc(C)c(Nc2ccc(C(=O)NCCc3ccccc3)cn2)c1	2006	1774
O=c1c(/C=N/OCc2ccc(Cl)cc2Cl)c[nH]n1-c1cccc(Cl)n1	1942	1602
CNc1oc(-c2ccccc2)nc1C#N	2089	1684

Going on with the list:
SMILES	SRC1 TRFRET art	SRC3 TRFRET art
Cc1ccsc1C(=O)N1CCCC(CCC(=O)NCc2ccccc2F)C1 (stereo unspecified)	1662	1559
Cc1cccn2cc(-c3c[nH]c4ccccc34)nc12	2206	1746
CCOC(=O)C1CCN(C(=O)Cc2c(C(=O)O)n(CC)c3ccccc23)CC1	1951	1623
NS(=O)(=O)c1ccc(CCNC(=O)CN2CCN(c3cccc(Cl)c3)CC2)cc1	1708	1435
CCc1ccc(C(C(=O)NC2CCCC2)N(C(=O)/C=C/C(=O)Nc2cc(C)on2)c2ccccc2C)cc1 (stereo unspecified)	1847	1440
Cc1ccc(-c2nc3ccccc3s2)cc1NC(=S)NC(=O)c1cccc2ccccc12	1634	1351
CCOc1ccc(NC(=S)N(CCCN2CCOCC2)Cc2cn(C)c3ccccc23)cc1	1887	1486
CCCn1nc(C(=O)OCC(=O)Nc2ncc(Cl)c(C)c2Cl)c2ccccc2c1=O	1852	1434
CCOC(=O)Cc1c(C)nc(Cc2ccc(OC(C)C)cc2)[nH]c1=O	1636	1502
Cc1cccc(C)c1Nc1nnc(SCC(=O)NCc2cccs2)s1	1778	1592
O=C(COC(=O)COc1ccc2ccccc2c1)NCC(F)(F)F	1919	1619
COc1ccc(NC(NC(=O)c2cccnc2)C(Cl)(Cl)Cl)cc1 (stereo unspecified)	2055	1626
Cc1nn(C)cc1C(C)NCc1c(C(=O)N2CCCCCCC2)nc2ccc(Cl)cn12 (stereo unspecified)	1755	1529
CCN1CCN(C(=O)CCN2C(=O)c3ccccc3C2=O)CC1	1699	1536
O=C(NNC(=O)C(O)(c1ccccc1)c1ccccc1)C1CC1	1911	1648
Cc1cccc(Nc2cc(=O)[nH]c(=O)[nH]2)c1	1803	1461
Oc1ccc(/C=N/N(Cc2ccccc2)c2ccccc2)cc1	1877	1617
COc1ccc(-c2c(O)c(C#N)c(-c3ccccc3)n(-c3ccc(OC)cc3)c2=O)cc1	1701	1557
N#C/C(=C(/O)c1ccc(-c2cccc([N+](=O)[O-])c2)o1)c1nc2ccccc2s1	2049	1432
O=C(NCc1ccc(Cl)cc1)c1ccc(OCC2CCCO2)cc1 (stereo unspecified)	2088	1352
COc1ccccc1OCc1ccc(C(=O)N2CCOCC2)o1	1574	1550
O=C(CSc1nnc(C2CC2)n1Cc1ccco1)NCC(F)(F)F	2315*	1469
COc1ccc2nc(SCCN(C)C)[nH]c2c1	1978	1853
Cc1cccc(-n2c(CNC(=O)c3ccccc3)nnc2SCC(=O)Nc2nccs2)c1	1550	1577
CCN(CC)c1ccc(/C=C2\CCC(/C=C(\C#N)C(=O)Nc3ccccc3F)=C2N2CCOCC2)cc1	1958	1363

Following part.
SMILES	SRC1 TRFRET art	SRC3 TRFRET art
O=C(CSc1nnc(-c2n[nH]c3ccccc23)n1-c1ccccc1)Nc1ccccc1Cl	1622	1518
Cc1cc(NC(=O)CSc2nc(=O)cc(N)n2-c2ccc(Cl)cc2)no1	1872	1389
Clc1ccc(/C=N/N2CCN(Cc3ccccc3Cl)CC2)cc1	1791	1632
OCCCC1CCCCN1Cc1nc(Cc2ccccc2Cl)no1 (stereo unspecified)	1733	1442
Cc1cnc(NC(=O)C2=C(O)c3ccccc3S(=O)(=O)N2C)s1	1853	1650
CCCOc1ccc(NC(=O)CC2Nc3ccccc3NC2=O)cc1 (stereo unspecified)	1891	1650
Cc1ccc(NCc2n[nH]c(=S)n2-c2cccc(Cl)c2)cc1	1936	1576
O=C(NCc1n[nH]c(=S)n1-c1cccc(C(F)(F)F)c1)c1ccc(S(=O)(=O)N2CCCC2)cc1	1786	1616
NC(=O)CSc1nnc2ccc(-c3ccc(F)cc3)nn12	1744	1515
Cc1nc(CSc2nnc(N)s2)cs1	1474	1578
COc1ccc(N2CCN(C(=O)c3ccc(N(C)S(=O)(=O)c4ccc(OC)cc4)cc3)CC2)cc1	1681	1339
CCCCNC(=S)NC1CCCC1	1821	1367
Cc1ccc(OC(=O)C23CC4CC(CC(C4)C2)C3)c(C)n1	1753	1398
Cc1nnc2sc(SCc3ccc(Br)cc3)nn2c1=O	1937	1573
COc1ccc(NC(=O)CSc2nnc(Cn3c(=O)sc4ccccc43)n2C)cc1OC	2094	1608
O=C(c1ccc(F)cc1)C(C(=O)N1CCCCC1)n1ccccc1=O (stereo unspecified)	1753	1508
O=C(Nc1ccccc1)c1sc(Cl)nc1-c1ccccc1	1858	1737
O=C(Cn1cnc(Cl)c1Cl)c1ccc(F)cc1	2154	1577
CC(NC(=O)CCSCCC(=O)NC(C)c1ccccc1)c1ccccc1 (stereo unspecified)	1702	1449
CCOC(=O)CNC(=S)N(CCCN1CCCCC1)Cc1cccs1	1525	1507
COc1ccc(CCn2c(-c3ccccc3)nc3c(c(=O)c4ccccc4n3C)c2=O)cc1	1899	1410
C[N+](C)(C)CCCCCCC(=O)/C=N/O	1703	1631
COc1cccc(OCC(Cn2cnc3ccccc32)OC(C)=O)c1 (stereo unspecified)	1541	1433
C=CCn1c(SCC(=O)N2CCc3ccccc3C2)nnc1-c1ccncc1	1602	1573
CCOC(=O)N/N=C\c1ccc(-c2cc(Cl)ccc2Cl)o1	1846	1629

20 successive entries out of the list so far, for reference:
SMILES	SRC1 TRFRET art	SRC3 TRFRET art
O=C(NCCc1ccc(Cl)cc1)/C(=C/c1cccnc1)NC(=O)c1ccccc1	1727	1503
C/C(=N\NC(=O)CSCc1ccc([N+](=O)[O-])cc1)c1ccccc1	1591	1569
Cc1[nH]n(-c2cccc(Cl)c2)c(=O)c1C=NCC(C)C	1936	1530
CC(=O)NCC1CCCN(Cc2cn(-c3ccccc3F)nc2-c2cc(C)sc2C)C1 (stereo unspecified)	1623	1596
CCO/C=C1/C(=O)N(c2ccccc2OC)C(=O)c2ccccc21	1887	1565
CCOC(=O)C(C)/C(C)=N\Nc1ccc([N+](=O)[O-])cc1[N+](=O)[O-] (stereo unspecified)	1754	1638
O=C(Nc1ccccc1Oc1ccccc1)C1CC1	1676	1476
O=c1c2ccccc2[nH]c(=S)n1Cc1ccc2c(c1)OCO2	1746	1663
N/C(=N\OC(=O)c1ccc2c(c1)OCO2)c1ccc(Br)cc1	1724	1338
Cc1cccc(C(P(=O)(c2ccccc2)c2ccccc2)P(=O)(c2ccccc2)c2ccccc2)n1	1719	1456
CCC1CCCCN1Cc1nc2c(c(=O)n(C)c(=O)n2C)n1CCC(C)C (stereo unspecified)	1756	1534
O=C(CN1CCOCC1)N/N=C/C(Br)=C\c1ccccc1	1527	1511
Cc1ccc2cc(CN(CC3CCCO3)C(=S)Nc3ccccc3)c(=O)[nH]c2c1C (stereo unspecified)	1488	1520
Cc1ccc(C)c(Nc2ccc(C(=O)NCCc3ccccc3)cn2)c1	2006	1774
O=c1c(/C=N/OCc2ccc(Cl)cc2Cl)c[nH]n1-c1cccc(Cl)n1	1942	1602
CNc1oc(-c2ccccc2)nc1C#N	2089	1684
Cc1ccsc1C(=O)N1CCCC(CCC(=O)NCc2ccccc2F)C1 (stereo unspecified)	1662	1559
Cc1cccn2cc(-c3c[nH]c4ccccc34)nc12	2206	1746
CCOC(=O)C1CCN(C(=O)Cc2c(C(=O)O)n(CC)c3ccccc23)CC1	1951	1623
NS(=O)(=O)c1ccc(CCNC(=O)CN2CCN(c3cccc(Cl)c3)CC2)cc1	1708	1435

Additional entries:
SMILES	SRC1 TRFRET art	SRC3 TRFRET art
CC(C)(C)C(=O)N1CCN(c2nc3ccccc3o2)CC1	1928	1341
CCCCc1nc2sc3c(=O)n(N)cnc3c2c2c1CCCC2	1663	1471
CC(O)CNCc1ccc(Cl)cc1Cl (stereo unspecified)	2027	1612
O=C(Cn1c2ccccc2c(=O)c2ccccc21)Nc1ccccc1F	1519	1583
CCOC(=O)n1c(=O)n(Cc2ccccc2C)c2ccccc21	1893	1743
O=c1cc(O)nc(-c2ccc(Cl)cc2)s1	1478	1529
Cc1ccc(-n2c(C)cc(/C=C3/C(=N)N4C(c5ccccc5)=CSC4=NC3=O)c2C)cc1	1798	1802
COC(=O)c1cccc(NC(=O)c2cccnc2C(=O)O)c1C	1698	1633
O=C(NCc1ccccc1)C1=C[C@@H](c2coc3ccccc3c2=O)C[C@@H](OCCCCO)O1	1898	1676
COc1cc(NC(=O)CCCc2c[nH]c3ccccc23)cc(OC)c1	1686	1627
CCOc1ccc(C(=O)NC(=S)Nc2ncccc2C)cc1[N+](=O)[O-]	1787	1628
CC(=O)NNc1nc(-c2ccc(C)cc2)cs1	1808	1594
COc1ccc(S(=O)(=O)NNC(=O)c2cccs2)cc1	1753	1537
CCOC(=O)Cn1cc(/C=C(/C#N)C(=O)NC(C)C)c2ccccc21	1672	1653
COc1ccccc1CC(NC(C)=O)C(=O)NC1CCN(C(=O)Nc2ccccc2Cl)CC1 (stereo unspecified)	1902	1364
COc1ccc(C(=O)N/C(=C/c2cccs2)c2nc3ccccc3[nH]2)cc1OC	1866	1438
O=C1CN(C(=O)c2cc3ccccc3oc2=O)C(c2ccccc2)c2cc(F)ccc2N1 (stereo unspecified)	1675	1554
O=C1CCCC2=C1C(c1ccccc1)NC(=S)N2 (stereo unspecified)	1657	1550
COC(=O)C1=C(C)N(C)C(=O)NC1c1ccsc1 (stereo unspecified)	1906	1533
